NCI-60 one-dose screen, 48 h, at 10 µM unless noted. Numbers give growth in % (100 = growth as untreated, 0 = no growth, -100 = all killed).
HT29 = HT29 colon cancer; AID 1794748; hit rate 7.4% among 81,000
HCT-116 = HCT-116 colon cancer. hit rate 7.3% among 82,000. AID 1794798
SN12C = SN12C renal cancer cells. hit rate 3.8% among 81,000. AID 1794767
786-0 = 786-0 renal cancer cells; hit rate 5.1% among 81,000; AID 1794775
SW-620 = SW-620 colon cancer; hit rate 5.2% among 82,000; AID 1794795
HCT-15 = HCT-15 colon cancer; hit rate 5.2% among 82,000; AID 1794746
TK-10 = TK-10 renal cancer cells; AID 1794769; hit rate 3.9% among 81,000
UO-31 = UO-31 renal cancer. hit rate 5.2% among 81,000
HCC-2998 = HCC-2998 colon cancer | AID 1794799 | hit rate 4.7% among 79,000
An asterisk follows results filed as active; [ ] = remark or other dose. How the source made its calls: active means growth percent below 10; inactive means the rest. Compounds as they come; any-hit rate near 12%.

For O=C(NC1CCCCC1c1ccccc1)c1ccccc1 (stereo not given) the results were HT29 100, HCT-116 103, SN12C 97, 786-0 103, SW-620 99, HCT-15 103, TK-10 105, UO-31 98 and HCC-2998 99.
Screening Clc1ccc(-c2nc3ccc(-c4nnc(SCc5ccccc5)o4)cc3[nH]2)cc1 returned HT29 42, HCT-116 2.7*, SN12C -58*, 786-0 25, SW-620 13, HCT-15 -29*, TK-10 91, UO-31 49 and HCC-2998 39.
For O=C(CSC(=S)N1CCN(Cc2ccccc2)CC1)Nc1nc2ccccc2s1 the results were HT29 106, HCT-116 100, SN12C 95, 786-0 105, SW-620 102, HCT-15 94, TK-10 129 and UO-31 63.
`Cc1ccc(S(=O)(=O)/N=C2/Cc3ccccc3N2C)cc1` gave HT29 99, HCT-116 97, SN12C 102, 786-0 107, SW-620 101, HCT-15 98, TK-10 118, UO-31 78 and HCC-2998 98.
For Cc1cccc(N2C(=O)C=CC2=O)c1 the results were HT29 114, HCT-116 108, 786-0 106, SW-620 113, HCT-15 106, TK-10 131, UO-31 95 and HCC-2998 103.
For Cc1cc(O)cc(C)c1Br the results were HT29 99, HCT-116 108, SN12C 95, 786-0 104, SW-620 98, HCT-15 110, TK-10 97, UO-31 83 and HCC-2998 111.
For COc1ccc(Cn2cc3c(c2-c2ccccc2)CCc2c(CN4CCOCC4)noc2-3)cc1 the results were HT29 108, HCT-116 107, SN12C 98, 786-0 99, SW-620 108, HCT-15 102, TK-10 94, UO-31 92 and HCC-2998 105.
Screening COc1ccc2cc(C(C)c3nnc(NC4CCCCC4)s3)ccc2c1 (stereo not given) returned HT29 93, HCT-116 92, SN12C 98, 786-0 90, SW-620 93, HCT-15 103, TK-10 94 and UO-31 86.
COc1ccc(/C=C/c2nc3ccccc3n3c(-c4cccc([N+](=O)[O-])c4)nnc23)cc1 was read as HT29 -59*, HCT-116 -76*, SN12C -72*, 786-0 -75*, SW-620 -22*, HCT-15 -81*, TK-10 -47*, UO-31 -90* and HCC-2998 -85*.
`CCCCn1c(=O)c(-c2cc(-c3ccc(Cl)cc3)nc(-c3ccc(Cl)cc3)c2)cc2ccc(Cl)cc21` gave HT29 109, HCT-116 105, SN12C 99, 786-0 103, SW-620 100, HCT-15 105, TK-10 115, UO-31 87 and HCC-2998 103.
`CCOC(=O)c1ccc2c(c1)[n+](=O)c(C(C)=O)c(C)n2[O-]` gave HT29 108, HCT-116 93, SN12C 93, 786-0 106, SW-620 99, HCT-15 85, TK-10 111, UO-31 86 and HCC-2998 90.
Screening N#Cc1c(/N=C\NNC(=O)c2ccccc2O)oc(-c2ccccc2)c1-c1ccccc1 returned HT29 89, HCT-116 74, SN12C 90, 786-0 89, SW-620 93, HCT-15 72, TK-10 107, UO-31 82 and HCC-2998 99.

Not a retest: an excerpt of the list.
For O=C(NC1CCCCC1c1ccccc1)c1ccccc1 (stereo not given) the results were HT29 100, HCT-116 103, SN12C 97, 786-0 103, SW-620 99, HCT-15 103, TK-10 105, UO-31 98 and HCC-2998 99.
Screening Clc1ccc(-c2nc3ccc(-c4nnc(SCc5ccccc5)o4)cc3[nH]2)cc1 returned HT29 42, HCT-116 2.7*, SN12C -58*, 786-0 25, SW-620 13, HCT-15 -29*, TK-10 91, UO-31 49 and HCC-2998 39.

(further entries)
`O=[N+]([O-])c1cccc(-c2nnc3c(/C=C/c4ccccc4O)nc4ccccc4n23)c1` gave HT29 49, HCT-116 56, SN12C 63, 786-0 78, SW-620 42, HCT-15 53, TK-10 112, UO-31 42 and HCC-2998 54.
For CC(C)(C)OC(=O)NCCn1cc(-c2nc(-c3c[nH]c4ncccc34)cs2)c2ccccc21 the results were HT29 101, HCT-116 95, SN12C 98, 786-0 100, SW-620 101, HCT-15 102, TK-10 162, UO-31 58 and HCC-2998 101.
`N#Cc1ccc(C(=O)COc2ccc(NC(=O)Nc3ccccc3)cc2)cc1` gave HT29 79, HCT-116 93, SN12C 94, 786-0 93, SW-620 98, HCT-15 55, TK-10 111, UO-31 80 and HCC-2998 87.
NC(=O)c1cccc(Nc2ccnc(C(F)(F)F)c2)c1 was read as HT29 99, HCT-116 91, SN12C 98, 786-0 92, SW-620 104, HCT-15 101, TK-10 101, UO-31 93 and HCC-2998 101.
`Cc1cccc(N=NN(C)C)c1` gave HT29 108, HCT-116 99, SN12C 107, 786-0 101, SW-620 102, HCT-15 100, TK-10 122, UO-31 78 and HCC-2998 101.
For CC(=O)c1c(/C=C/c2ccc(C)cc2)c2ccccc2[nH]c1=O the results were HT29 105, HCT-116 92, SN12C 83, 786-0 98, SW-620 95, HCT-15 102, TK-10 106, UO-31 50 and HCC-2998 97.
For c1cn2cc(-c3ccsc3)nc(-c3ccc4ncn(C5CCCCC5)c4c3)c2n1 the results were HT29 97, HCT-116 98, SN12C 100, 786-0 91, SW-620 104, HCT-15 83, TK-10 99, UO-31 80 and HCC-2998 100.
CCCCOC(OCCCC)c1ccccc1 was read as HT29 102, HCT-116 112, SN12C 101, 786-0 105, SW-620 110, TK-10 107 and UO-31 98.
`COc1ccc(-n2c(NC(=O)N3CCOCC3)c(C#N)c3ccc(F)cc32)cc1` gave HT29 100, HCT-116 99, SN12C 100, 786-0 116, SW-620 115, HCT-15 103, TK-10 107, UO-31 93 and HCC-2998 110.
`Cc1cccc(-c2nnc(SCC(=O)Nc3nccs3)n2N2C(=O)CSC2=S)c1` gave HT29 105, HCT-116 105, SN12C 100, 786-0 100, SW-620 97, HCT-15 102, TK-10 103, UO-31 78 and HCC-2998 99.
For Cc1ccc(S(=O)(=O)Oc2ccc(C3N=C(N)Nc4nc5ccccc5n43)cc2)cc1 (stereo not given) the results were HT29 100, HCT-116 98, SN12C 104, 786-0 113, SW-620 98, HCT-15 101, TK-10 100 and UO-31 90.
Screening COc1ccc(C(=O)COc2ccc(/C=C3\Oc4ccc5ccccc5c4C3=O)cc2)cc1 returned HT29 111, HCT-116 86, SN12C 92, 786-0 106, SW-620 95, HCT-15 126, TK-10 142, UO-31 -2.2* and HCC-2998 98.
CCCC(=O)N[C@H]1C[C@H]2CC[C@@]1(C)C2(C)C was read as HT29 106, HCT-116 103, SN12C 103, 786-0 100, SW-620 101, HCT-15 106, TK-10 93, UO-31 94 and HCC-2998 117.
O=[N+]([O-])c1cc(-c2nnc(Cn3c(COc4cccc5ccccc45)nc4ccccc43)o2)cc([N+](=O)[O-])c1 was read as HT29 102, HCT-116 87, SN12C 94, 786-0 106, SW-620 107, HCT-15 94, TK-10 108, UO-31 47 and HCC-2998 98.
CN(C)c1ccc(C=Nc2ccccc2)cc1 was read as HT29 105, HCT-116 91, SN12C 98, 786-0 87, SW-620 104, HCT-15 97, TK-10 116, UO-31 61 and HCC-2998 92.
For COc1cc(C(=O)NCc2ccccc2OCCN(C)C)cc(OC)c1OC the results were HT29 90, HCT-116 107, SN12C 103, 786-0 107, SW-620 102, HCT-15 106, TK-10 98, UO-31 89 and HCC-2998 102.
For COc1ccc(C2CC(c3ccc4c(c3)OCO4)=NN2C(N)=S)cc1 (stereo not given) the results were HT29 88, HCT-116 82, SN12C 83, 786-0 88, SW-620 109, HCT-15 93, TK-10 100, UO-31 56 and HCC-2998 92.
For COc1cc(-c2nn(C(C)(C)C)cc2-c2ccnc(NCCCNS(=O)(=O)c3ccccc3)n2)ccc1Cl the results were HT29 70, HCT-116 60, SN12C 52, 786-0 78, SW-620 90, HCT-15 60, TK-10 66, UO-31 39 and HCC-2998 96.
For O=[N+]([O-])c1cccc(C2c3ccccc3Oc3ccccc32)c1 the results were HT29 85, HCT-116 68, SN12C 100, 786-0 100, SW-620 87, HCT-15 71, UO-31 71 and HCC-2998 91.
Nc1nc2c(s1)C(c1ccc(OC3CCCC3)cc1)CC(=O)N2 (stereo not given) was read as HT29 108, HCT-116 107, SN12C 94, 786-0 93, SW-620 107, HCT-15 92, TK-10 97, UO-31 71 and HCC-2998 104.
For N#C/C(=C\c1ccc(-c2ccc(Cl)cc2Cl)o1)C(=O)c1c[nH]c2ccccc12 the results were HT29 100, HCT-116 93, SN12C 96, 786-0 99, SW-620 98, HCT-15 97, TK-10 161, UO-31 71 and HCC-2998 102.
For OC(CCC(O)(c1ccccc1)c1ccccc1)(c1ccccc1)c1ccccc1 the results were HT29 78, HCT-116 81, SN12C 88, 786-0 105, SW-620 70, HCT-15 100, TK-10 107, UO-31 75 and HCC-2998 83.
For O=C(N/C(C(=O)N1CCCCC1)=C(\Br)c1ccc(/C(Br)=C(/NC(=O)c2ccccc2)C(=O)N2CCCCC2)cc1)c1ccccc1 the results were HT29 106, HCT-116 102, SN12C 96, 786-0 97, SW-620 105, HCT-15 104, TK-10 110, UO-31 80 and HCC-2998 105.
For Cc1ccc(S(=O)(=O)Nc2cccc3[nH]c(C(F)(F)F)nc23)cc1 the results were HT29 5.0*, HCT-116 24, SN12C 48, 786-0 48, SW-620 19, HCT-15 28, TK-10 37, UO-31 45 and HCC-2998 28.
`CS(=O)(=O)Nc1cc(-c2ccc3ncnc(Nc4cccc(Cl)c4)c3c2)cnc1Cl` gave HT29 2.7*, HCT-116 -27*, SN12C 16, 786-0 5.7*, SW-620 12, HCT-15 4.7*, TK-10 -20*, UO-31 -2.1* and HCC-2998 2.6*.
`CCCCCCCCCCCCC[C@@H](O)C[C@H](O)[C@H](C)N` gave HT29 84[1 µM], HCT-116 100[1 µM], SN12C 104[1 µM], 786-0 100[1 µM], SW-620 110[1 µM], HCT-15 93[1 µM], TK-10 100[1 µM] and UO-31 77[1 µM].
For NS(=O)(=O)c1ccc(CCN2C(=O)/C(=C/c3ccc(F)cc3)C=C2c2ccccc2)cc1 the results were HT29 118, HCT-116 94, SN12C 103, 786-0 98, SW-620 111, HCT-15 96, TK-10 114, UO-31 76 and HCC-2998 112.
`O=C(Nc1cc(Cl)cc(Cl)c1)OCCCl` gave HT29 85, HCT-116 83, SN12C 104, 786-0 83, SW-620 106, HCT-15 98, TK-10 92, UO-31 81 and HCC-2998 99.
`CCC/C=C(/C(C)=O)C(=O)OCC` gave HT29 111, HCT-116 109, SN12C 101, 786-0 113, SW-620 106, HCT-15 109, TK-10 139, UO-31 101 and HCC-2998 7.7*.
For OCc1cccc(F)c1 the results were HT29 18, HCT-116 55, SN12C 84, 786-0 103, SW-620 50, HCT-15 10, TK-10 96, UO-31 75 and HCC-2998 99.
Screening CCCCOS(=O)(=O)c1ccccc1 returned HT29 104, HCT-116 108, SN12C 100, 786-0 101, SW-620 110, HCT-15 102, TK-10 106, UO-31 100 and HCC-2998 117.
For Cc1ccc(N2CC(O)CSC2=Nc2ccccc2)cc1 (stereo not given) the results were HT29 88, HCT-116 78, SN12C 88, 786-0 102, SW-620 103, HCT-15 90, TK-10 106 and UO-31 79.
For Nc1c(Br)cc(Br)c2c1-c1ccc([N+](=O)[O-])cc1C2 the results were HT29 106, HCT-116 85, SN12C 90, 786-0 104, SW-620 95, HCT-15 103, TK-10 114, UO-31 80 and HCC-2998 105.
`CC(=C(c1ccc(OCCN2CCCC2)cc1)c1ccc(OCCN2CCCC2)cc1)c1ccc(Cl)cc1` gave HT29 -59*, HCT-116 -94*, SN12C 48, 786-0 -86*, SW-620 -73*, HCT-15 -73*, TK-10 79, UO-31 -74* and HCC-2998 -57*.
For CN1C/C(=N\N=C(N)N)N(C)C1=O the results were HT29 111, HCT-116 109, SN12C 102, 786-0 104, SW-620 100, HCT-15 99, TK-10 105, UO-31 80 and HCC-2998 107.
Screening O=C(c1ccccc1)N(CCN1CCOCC1)C(=O)c1ccccc1 returned HT29 100, HCT-116 112, SN12C 104, 786-0 102, SW-620 104, HCT-15 94, TK-10 99, UO-31 96 and HCC-2998 106.
Cc1ccc(N=Nc2cc(S(=O)(=O)O)c3ccccc3c2O)c(C)c1 was read as HT29 96, HCT-116 94, SN12C 96, 786-0 101, SW-620 95, HCT-15 106, TK-10 120, UO-31 71 and HCC-2998 101.
O=C(Cn1cccc(Nc2ccccc2)c1=O)Nc1ccccc1 was read as HT29 106, HCT-116 99, SN12C 104, 786-0 106, SW-620 102, HCT-15 101, TK-10 107, UO-31 92 and HCC-2998 109.
For O=C(O)c1nc(-c2cccc(Br)c2)nc2c(F)cccc12 the results were HT29 98, HCT-116 100, SN12C 95, 786-0 98, SW-620 100, HCT-15 104, TK-10 106, UO-31 89 and HCC-2998 101.
Screening CC1CC2C3CCC4=CC(=O)CCC4(C)C3CCC2(C)C1(O)C(=O)CO (stereo not given) returned HT29 97, HCT-116 109, SN12C 102, 786-0 112, SW-620 113, HCT-15 106, TK-10 117, UO-31 92 and HCC-2998 104.

By substructure: the entries above containing an NH in an aromatic ring
Screening Clc1ccc(-c2nc3ccc(-c4nnc(SCc5ccccc5)o4)cc3[nH]2)cc1 returned HT29 42, HCT-116 2.7*, SN12C -58*, 786-0 25, SW-620 13, HCT-15 -29*, TK-10 91, UO-31 49 and HCC-2998 39.
For CC(C)(C)OC(=O)NCCn1cc(-c2nc(-c3c[nH]c4ncccc34)cs2)c2ccccc21 the results were HT29 101, HCT-116 95, SN12C 98, 786-0 100, SW-620 101, HCT-15 102, TK-10 162, UO-31 58 and HCC-2998 101.
For CC(=O)c1c(/C=C/c2ccc(C)cc2)c2ccccc2[nH]c1=O the results were HT29 105, HCT-116 92, SN12C 83, 786-0 98, SW-620 95, HCT-15 102, TK-10 106, UO-31 50 and HCC-2998 97.
For N#C/C(=C\c1ccc(-c2ccc(Cl)cc2Cl)o1)C(=O)c1c[nH]c2ccccc12 the results were HT29 100, HCT-116 93, SN12C 96, 786-0 99, SW-620 98, HCT-15 97, TK-10 161, UO-31 71 and HCC-2998 102.
For Cc1ccc(S(=O)(=O)Nc2cccc3[nH]c(C(F)(F)F)nc23)cc1 the results were HT29 5.0*, HCT-116 24, SN12C 48, 786-0 48, SW-620 19, HCT-15 28, TK-10 37, UO-31 45 and HCC-2998 28.

Screening data: PubChem BioAssay, NCI
